PostGolgi yeast: growth inhibition of a yeast mutant, post-Golgi transport screen; post-Golgi transport phenotypic cell assay; inhibition, % at 10 µM; 98,000 compounds, 0.9% hits; in the data active = inhibition above about 30%;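 note: yeast cells grown in 1536-well plates; yeast grown about 18 h at 30C before absorbance read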
PLAP act: activates human placental alkaline phosphatase; AID 696; 96,000 compounds, 1.2% hits; activation fold at 20 µM; purified PLAP enzyme, luminescent substrate read-out; stronger effect = higher value; in the data active = activation fold above about 2
EphB4 ephrin blk: antagonists of human EphB4-ephrin-B2 interaction | 97,000 compounds, 0.15% hits | inhibition, % at 7 µM | EphB4 LBD / TNYL-RAW-Alexa532 peptide, fluorescence polarization | AID 720;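 active = inhibition above the screen-wide mean inhibition plus 3 SD, cut at about 15% in these data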;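 note: 0% = DMSO wells and 100% = excess unlabeled TNYL-RAW peptide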
CYP2C9 activ: increases human cytochrome P450 2C9 activity; recombinant CYP2C9, luciferin-H conversion, luminescence; stronger effect = higher value; factor 1 = untreated enzyme, 0 = blocked; 96,000 compounds, 1.4% hits; AID 1024; P11712; activation factor at 5 µM;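 active = activation factor of 2 or more for CYP2C9 at a 5 µM dose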;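 note: 0 = sulfaphenazole-blocked wells and 1 = vehicle-only wells; values of inactives mirror those of a sister screen read the other way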
E coli WT exp: growth inhibitors of E. coli BW25113 wild type; OD600 absorbance; growth inhibition, % at 100 µM; 98,000 compounds, 0.15% hits; AID 710;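 active = growth inhibition above about 50% at one test dose, limit read from the data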;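 note: growth measured after 20 h incubation at 37 °C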
CYP2C19 activ: activators of human cytochrome P450 2C19. recombinant CYP2C19, luciferin-H EGE luminescence; stronger effect = higher value; 0 = fully inhibited enzyme, 1 = untreated enzyme. P33261. 96,000 tested, under 10 active. activation factor at 5 µM. AID 1025;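 active = activation factor of at least 2 at 5 µM in the primary screen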;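 note: 0 = wells with 2.5 mM tranylcypromine and 1 = vehicle-only wells; values of inactives mirror those of a sister screen read the other way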
CYP2C19 inhib: blocks human cytochrome P450 2C19; CYP2C19 Supersomes, luciferin-H EGE luminescence, 30 min; inhibition, % at 5 µM; 96,000 compounds, 21% hits; AID 778;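 active = CYP2C19 inhibition above a set limit at 5 µM in the primary screen, cut at about 50% in these data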;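 note: plate controls were negative control wells for no effect and 2.5 mM tranylcypromine positive control for full effect; values of inactives mirror those of a sister screen read the other way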
PTK2B oligo ant: antagonists of human Pyk2 oligomerization; Q14289; Q293 cells, Pyk2 FERM NanoBiT luminescence; stronger effect = lower value; z-score (the deposit names both 25 µM and 10 µM); 99,000 compounds, 0.83% hits; AID 1347419;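 active = Z-score of -3 or lower, scaled per plate to the spread of control and sample wells; inactive = z-score above -3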;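 note: negative z-score means lost luminescence so less FERM oligomerization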
Target sequence (Q14289 whole entry, looked up): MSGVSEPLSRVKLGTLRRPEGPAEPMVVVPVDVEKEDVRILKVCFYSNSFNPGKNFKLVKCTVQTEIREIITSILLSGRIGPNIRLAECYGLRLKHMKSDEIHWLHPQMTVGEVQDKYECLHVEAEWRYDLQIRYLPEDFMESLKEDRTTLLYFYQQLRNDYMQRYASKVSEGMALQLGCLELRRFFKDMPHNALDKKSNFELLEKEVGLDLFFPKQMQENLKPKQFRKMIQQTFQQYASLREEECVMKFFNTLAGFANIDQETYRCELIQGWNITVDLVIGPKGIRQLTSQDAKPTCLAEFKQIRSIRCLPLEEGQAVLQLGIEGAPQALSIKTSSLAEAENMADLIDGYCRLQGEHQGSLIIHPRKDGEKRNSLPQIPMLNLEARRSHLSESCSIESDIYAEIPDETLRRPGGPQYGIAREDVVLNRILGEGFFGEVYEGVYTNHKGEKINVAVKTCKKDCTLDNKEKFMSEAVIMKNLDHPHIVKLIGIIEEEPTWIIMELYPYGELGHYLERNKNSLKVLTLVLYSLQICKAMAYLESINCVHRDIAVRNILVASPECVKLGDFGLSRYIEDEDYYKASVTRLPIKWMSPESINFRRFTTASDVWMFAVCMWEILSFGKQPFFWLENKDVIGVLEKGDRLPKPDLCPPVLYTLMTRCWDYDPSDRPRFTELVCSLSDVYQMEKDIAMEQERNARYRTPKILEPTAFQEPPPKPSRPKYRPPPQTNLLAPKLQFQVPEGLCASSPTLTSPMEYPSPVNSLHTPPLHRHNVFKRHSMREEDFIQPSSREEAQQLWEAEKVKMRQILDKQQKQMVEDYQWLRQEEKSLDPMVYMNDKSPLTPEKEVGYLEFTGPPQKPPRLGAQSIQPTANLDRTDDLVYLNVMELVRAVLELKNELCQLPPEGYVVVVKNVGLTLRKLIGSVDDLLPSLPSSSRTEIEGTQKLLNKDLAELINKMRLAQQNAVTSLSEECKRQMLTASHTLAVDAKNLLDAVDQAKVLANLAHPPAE
CYP2C9 inh: inhibitors of human CYP2C9 | P11712 | CYP2C9 Supersomes, luciferin-H conversion, luminescence | inhibition, % at 5 µM | 96,000 compounds, 20% hits | AID 777;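 active = blocking of liver enzyme CYP2C9 beyond about 50% at 5 µM, limit read from the data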; note: values of inactives mirror those of a sister screen read the other way
An asterisk follows results filed as active; nt = not tested or not shown. Compounds were not picked by outcome; overall some 31% were active at least once.

SMILES	PostGolgi yeast	PLAP act	EphB4 ephrin blk	CYP2C9 activ	E coli WT exp	CYP2C19 activ	CYP2C19 inhib	PTK2B oligo ant	CYP2C9 inh
O=C(CCc1nc(-c2ccccc2F)no1)Nc1ccc(Oc2ccccc2)cc1	-8.5	0.9	-4.5	0.8	0.0	0.9	8.0	-0.89	22.5
CCCS(=O)(=O)c1c(S(=O)(=O)CCC)c2c(N)cccn2c1C(=O)c1ccc(F)cc1	-4.5	1.6	4.0	0.3	-26.0	0.3	66.3*	-0.77	68.3*
COC(=O)C1=C(C)N(C)C(=O)NC1c1ccccc1 (stereo not drawn)	-5.3	1.2	6.4	0.9	-5.0	0.9	6.4	-0.98	13.0
Cc1ccc(Cn2ncc3c(N4CCCC4)ncnc32)cc1	-1.4	0.9	-0.3	0.9	0.0	0.7	32.7	-0.42	9.7
Cc1ccc(C2CC(c3ccc(F)cc3)Nc3nc(N)nn32)cc1 (stereo not drawn)	1.5	1.1	nt	1.2	-1.0	0.7	27.7	nt	-15.7
Cn1c(O)c(C=Nc2ccc(Cc3ccncc3)cc2)c(=O)n(C)c1=O	nt	0.8	nt	0.3	nt	0.1	87.8*	nt	73.4*
CCOC(=O)c1oc2ccc(S(=O)(=O)n3nc(-c4ccc(Cl)cc4)cc3N)cc2c1C	4.3	1.2	-1.3	0	-1.0	0.8	16.2	nt	98.7*
CC(C)n1cc(/C=C(\C#N)S(=O)(=O)c2ccccc2)c2ccccc21	-0.1	1.1	3.8	0.3	-27.0	0.6	37.3	-2.35	69.6*
CCOc1c2ccc(C(=O)NCc3ccc4c(c3)OCO4)cc2nn1CC	0.4	1	-3.4	0.8	5.0	0.8	20.5	nt	24.3
O=C(Cn1nnc(-c2ccccc2)n1)NCc1ccco1	14.1	1	11.6	1.1	2.0	0.4	60.6*	-0.73	-12.0
Cn1c(=O)c2cc(S(=O)(=O)NCCC(=O)Nc3ccc(Cl)cc3)ccc2n(C)c1=O	12.3	1	2.6	0.9	3.0	1	-4.9	0.16	6.0
COc1ccc(CSc2nnnn2C)cc1F	-3.8	1	-0.1	1	12.0	0.3	72.4*	-0.31	-3.4
CSc1nc(-c2ccccc2)nc(SC)c1C(C)=O	-6.7	1.1	-5.8	1.1	-8.0	0.9	11.2	0.61	-11.6
COc1ccc(/C=N\NC(=O)c2cc(OCC(F)(F)F)ccc2OCC(F)(F)F)cc1	-4.4	0.8	1.2	0.9	-8.0	0.9	13.7	0.29	8.6
Cc1ccc(-c2n[nH]c(=S)n2/N=C/c2ccc(C)s2)cc1	-4.8	1.2	0.0	0.6	-2.0	0.8	17.9	0.35	39.3
CCOC(=O)c1sc2nc(NC(=O)C(C)(C)C)sc2c1C	-5.7	1	6.7	1.2	5.0	1.1	-5.6	nt	-23.3
Cn1c(SCc2c(Cl)cccc2Cl)nnc1-c1cccs1	-0.6	0.8	-7.3	0.2	1.0	0	98.1*	-1.39	75.7*
CCCNC(=O)Nc1ccc2c(c1)N(C)C(=O)c1ccccc1S2	-7.3	1.2	-1.2	0.2	-3.0	0.6	41.2	-2.35	78.9*
O=C(Nc1ccccc1Cl)NC1(C(=O)NCCCN2CCOCC2)CCCCC1	2.2	1.1	-8.5	1.1	-1.0	1.1	-13.6	-0.63	-11.5
O=c1cc(N2CCN(Cc3ccccc3)CC2)c(-c2ccccc2)n[nH]1	-19.1	1	-7.4	0.9	6.0	0.8	19.0	0.06	13.5

Record cards, as listed above. Order of screens: PostGolgi yeast, PLAP act, EphB4 ephrin blk, CYP2C9 activ, E coli WT exp, CYP2C19 activ, CYP2C19 inhib, PTK2B oligo ant, CYP2C9 inh
Entry for COc1ccc(CSc2nnnn2C)cc1F → -3.8, 1, -0.1, 1, 12.0, 0.3, 72.4*, -0.31, -3.4
Entry for O=C(Nc1ccccc1Cl)NC1(C(=O)NCCCN2CCOCC2)CCCCC1 → 2.2, 1.1, -8.5, 1.1, -1.0, 1.1, -13.6, -0.63, -11.5
Entry for CCOC(=O)c1sc2nc(NC(=O)C(C)(C)C)sc2c1C → -5.7, 1, 6.7, 1.2, 5.0, 1.1, -5.6, nt, -23.3
Entry for O=C(Cn1nnc(-c2ccccc2)n1)NCc1ccco1 → 14.1, 1, 11.6, 1.1, 2.0, 0.4, 60.6*, -0.73, -12.0

Just PostGolgi yeast and CYP2C19 activ, for 2 of the compounds above:
| Structure | PostGolgi yeast | CYP2C19 activ |
| --- | --- | --- |
| COC(=O)C1=C(C)N(C)C(=O)NC1c1ccccc1 (stereo not drawn) | -5.3 | 0.9 |
| Cc1ccc(Cn2ncc3c(N4CCCC4)ncnc32)cc1 | -1.4 | 0.7 |

The listing continues.
SMILES	PostGolgi yeast	PLAP act	EphB4 ephrin blk	CYP2C9 activ	E coli WT exp	CYP2C19 activ	CYP2C19 inhib	PTK2B oligo ant	CYP2C9 inh
Cc1ccc(OCCN2C(=O)c3ccccc3C2=O)cc1	0.3	0.8	3.3	0.6	11.0	0.2	81.3*	-0.93	38.5
COc1ccc(/C=N/NC(=O)C2CCN(c3ncc(C(F)(F)F)cc3Cl)CC2)cc1	21.0	1	4.2	0.9	-12.0	1	1.5	-1.1	11.5
Cc1ccc(-n2c(Cc3ccccc3)nnc2SCC(=O)NNC(=O)Cc2ccccc2)cc1	-0.2	2.8*	3.4	0.6	8.0	0.8	21.5	0.67	41.4
O=C(c1ccco1)N1CCN(C2CC(=O)N(c3ccc4c(c3)OCO4)C2=O)CC1 (stereo not drawn)	-5.4	1.1	1.9	1	4.0	1	0.9	-0.92	0.5
N#Cc1ccc(COC(=O)Cn2nnc(-c3ccccc3)n2)cc1	2.5	nt	1.5	nt	-6.0	nt	nt	0.79	nt
Cc1nn(C)c(C(=O)N/N=C/c2ccccc2)c1[N+](=O)[O-]	26.6	0.9	1.3	0.8	10.0	1	1.3	0.19	15.7
Cc1ccccc1-c1nnc(-c2ccc(Cl)cc2)o1	-1.6	1.1	6.6	0.9	3.0	0.9	14.6	-0.53	8.6
CCC(C)c1ccc(-c2cc(C(=O)OCC(=O)Nc3cc(C)on3)c3ccccc3n2)cc1 (stereo not drawn)	-4.3	0.3	-5.7	0.7	-10.0	0.5	50.6*	-0.53	30.3
O=C(c1cccnc1)N1CCN(Cc2cccc(Br)c2)CC1	6.9	1.7	-5.8	0.7	-7.0	0.1	94.3*	1.4	27.1
COc1cccc2c1OC1(C)CC2NC(=O)N1c1cccc(C(=O)Nc2ccc3c(c2)OCCO3)c1 (stereo not drawn)	2.1	1.7	-1.6	0.3	-5.0	0.7	29.1	-1.14	72.4*
Cc1cc(NC(=O)CCCC(=O)N(CC(=O)NCCc2ccccc2)Cc2ccc(F)cc2)no1	0.3	1.3	-1.4	0.7	-16.0	0.7	25.2	0.81	26.8
O=C(Nc1ccc(F)cc1)C1CCN(c2nnnn2-c2ccccc2)CC1	-7.5	1	-5.5	0.6	6.0	0.9	9.5	-0.67	39.0
Cc1cc2oc(C(=O)N(Cc3ccccc3)C3CCS(=O)(=O)C3)cc(=O)c2cc1Cl (stereo not drawn)	-1.3	1.3	-9.8	0.2	-12.0	0.4	61.5*	0.95	80.2*
CC(C)(C)NC(=O)CN(C(=O)CS(=O)CC(=O)Nc1ccc(F)cc1)c1ccc(F)c(Cl)c1 (stereo not drawn)	-1.8	1.7	4.3	0.1	-5.0	0.6	35.8	0.3	88.6*
COc1ccc(-c2c(NC(=O)c3ccco3)n(C)c3ccccc3c2=O)cc1	-5.4	0.9	-2.8	1.2	4.0	1.1	-6.0	0.11	-21.1
CS(=O)(=O)N1CCCC(c2nc(-c3ccc(S(=O)(=O)NCc4ccccc4)cc3)no2)C1 (stereo not drawn)	-4.0	0.8	nt	0.8	0.0	0.8	17.2	-0.08	18.1
O=C(CCn1nc(-c2ccccc2)c2ccccc2c1=O)NCC1CCCO1 (stereo not drawn)	2.4	1.5	7.6	0.5	-1.0	0.4	56.1*	0.13	53.7*
Cc1ccc(-c2cc(C(F)F)n3ncc(C(=O)Nc4c(C)nn(Cc5c(Cl)cccc5Cl)c4C)c3n2)cc1	-3.4	1	6.6	0.1	-1.0	0.6	40.0	0.78	90.9*
C/C(Nc1ccc(Cl)cc1)=C(/C#N)C(N)=O	-5.9	0.9	-1.2	1	0.0	0.9	6.8	2.21	4.6
Cc1ccc(C(=O)CSc2nsc(C)c2C#N)cc1	21.3	0.8	0.5	1	1.0	0.7	29.6	-1.15	0.6
COc1ccc2[nH]c(C)c(C(=O)CN3CCN(C/C=C/c4ccccc4)CC3)c2c1	6.6	1.4	7.4	0.5	1.0	0.9	11.2	1.66	54.2*
C=CCn1c(SCC(=O)NC(=O)NCC(C)C)nnc1C1CCCCC1	7.5	1	4.4	1	7.0	0.4	55.1*	-0.12	3.6
COCCNC(=O)Cn1nc(C(F)(F)F)cc1C	-5.0	1	-1.3	0.9	6.0	1	-0.9	0.35	5.7
O=C(NC(=S)NCc1ccccc1)C1CCCCC1	-13.3	1	4.6	0.9	-3.0	0.8	21.8	-0.37	13.8
O=C(Nc1ccc(Cl)cc1)N(Cc1cccs1)Cc1cccs1	1.5	0.9	6.1	0.6	-24.0	0.8	23.4	-2.18	38.3
Cn1c(=O)c2nnn(/N=C(\c3ccccc3)C3CC3)c2n(C)c1=O	10.5	1	-6.1	0.9	-4.0	0.7	28.8	-0.62	9.5
O=S(=O)(NCc1ccco1)c1cccc2cccnc12	-1.4	nt	2.9	nt	4.0	nt	nt	0.09	nt
CN(C)CCCNc1cc(Cl)c(S(=O)(=O)N2CCCCC2)cc1C(=O)O	-1.1	1.5	-0.9	1	-8.0	1	2.2	1.04	-2.9
CCOC(=O)c1c(C)oc2cc(Br)c(OC)cc12	1.9	1	-7.7	1	-7.0	0.9	8.1	1.03	2.9
CC(CCO)Nc1nc2c([nH]1)c(=O)n(C)c(=O)n2C (stereo not drawn)	14.9	1	7.6	0.8	-4.0	1	0.9	0.45	19.8
CCCOc1ccc(C(C)=O)cc1CSc1nc(O)cc(=O)[nH]1	14.3	1.3	-2.6	0.3	5.0	0.9	8.9	0.7	74.6*
CCOC(=O)CSc1nnc(-c2c[nH]c3ccccc23)n1CC	3.1	0.9	0.3	0.9	1.0	0.2	76.5*	nt	9.3
O=c1c2cc3c(cc2[nH]c(=S)n1Cc1ccco1)OCO3	-2.3	0.9	0.2	0.9	-1.0	0.2	77.6*	-0.34	11.3
CC1(C)CC(=O)C2=C(C1)N=C1c3ccccc3C(=O)C1C2c1ccc(Cl)cc1 (stereo not drawn)	-6.1	0.8	-0.1	0.1	-13.0	0.2	80.7*	-1.81	91.9*
CCOC(=O)CSc1nnc(SCCN2C(=O)c3ccccc3C2=O)s1	-4.3	1.7	-3.6	0.2	3.0	0.6	42.5	1.08	83.2*
CC(C)CCn1c(=O)c2ccccc2n2c(CN3C(=O)NC4(CCC(C)CC4)C3=O)nnc12 (stereo not drawn)	5.7	1.6	3.0	0.9	-8.0	1	-0.1	-0.31	12.8

Part of the list above in order of heavy-atom count, ascending:
SMILES	PostGolgi yeast	PLAP act	EphB4 ephrin blk	CYP2C9 activ	E coli WT exp	CYP2C19 activ	CYP2C19 inhib	PTK2B oligo ant	CYP2C9 inh
Cc1ccc(OCCN2C(=O)c3ccccc3C2=O)cc1	0.3	0.8	3.3	0.6	11.0	0.2	81.3*	-0.93	38.5
CC(C)n1cc(/C=C(\C#N)S(=O)(=O)c2ccccc2)c2ccccc21	-0.1	1.1	3.8	0.3	-27.0	0.6	37.3	-2.35	69.6*
CCOC(=O)c1oc2ccc(S(=O)(=O)n3nc(-c4ccc(Cl)cc4)cc3N)cc2c1C	4.3	1.2	-1.3	0	-1.0	0.8	16.2	nt	98.7*

High-throughput results as filed in PubChem.
